NIH3T3 tox – NIH 3T3 cell cytotoxicity. NIH 3T3 viability, CellTiter-Glo ATP luminescence, 48-72 h. Potency, µM (top dose mostly 96.7 µM), inactives show at the highest dose activity change, negative = cytotoxicity, usual class: inhibitors. 4.3% of 94,000 active; note: potency is the fitted concentration of half-maximal effect; nearly all actives have a fitted effect of over 55% in size
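Luminescent ATP readout (CellTiter-Glo, 10 min RT) after 48 or 72 hr compound exposure of NIH 3T3 cells seeded at 400 cells/well in 1536-well format; quantitative HTS.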
HEK293 viab – reduces viability of HEK-293 SNCA reporter cells; Potency, µM (highest dose often 57.1 µM), for the others: top-dose activity change, negative = cytotoxicity, actives largely listed as cytotoxic; HEK-293-SNCA-luc viability, GF-AFC fluorescence, 24 h; 0.12% of 150,000 active;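 note: potency is the fitted concentration of half-maximal effect; 0% = DMSO-treated cells and -100% = medium-only wells without cells; nearly all actives have a fitted effect of over 30% in size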
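HEK-293-SNCA-luc cells (1500/well) plated 24 h, then exposed 24 h to a dilution series; GF-AFC added 30 min at 37C, fluorescence 405/540 nm; normalised to medium-only and DMSO wells, Hill fit.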
HEK293 tox – kills HEK 293 cells. AID 1345083. Potency, µM (top dose mostly 115 µM), for inactives: top-dose activity change, negative = cytotoxicity, actives largely listed as inhibitors. HEK 293 viability, ATP luminescence (CellTiter-Glo), 48-72 h. 6.6% of 94,000 active; note: potency is the fitted concentration of half-maximal effect; nearly all actives have a fitted effect of over 60% in size
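HEK 293 cells at 250 cells/well were exposed to compounds by pintool transfer for 48 or 72 hr at 37 degree Celsius, 5% CO2. Viability was read as ATP-coupled luminescence with CellTiter-Glo after 10 min at room temperature.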
GPT2 inh – GPT2 alanine aminotransferase inhibition; 0.25% of 100,000 active; Recombinant GPT2, coupled pyruvate oxidase/HRP Amplex Red fluorescence; Potency, µM (doses to about 57.7 µM), for the others: at the highest dose activity change, negative = inhibition, actives largely listed as inhibitors; note: potency is the fitted concentration of half-maximal effect; nearly all actives have a fitted effect of over 60% in size; many of its hits are not listed in these tables
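Recombinant GPT2 (10ng/uL) with 250uM a-KG and 2mM L-alanine, 30 min at room temperature, in HEPES pH 7.5 buffer. Pyruvate detected by pyruvate oxidase/HRP/Amplex Red fluorescence after 30 min in the dark; AOA (50uM) as positive control.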
IP6K1 inhibitor – IP6K1 kinase inhibition | IP6K1 kinase, ADP-Glo luminescence, 2 h; stronger effect = lower value | activity change, % (series mostly up to about 58 µM) | 0.81% of 140,000 active; in the data active = activity change below about -25%
Target sequence (Q92551 whole entry, looked up): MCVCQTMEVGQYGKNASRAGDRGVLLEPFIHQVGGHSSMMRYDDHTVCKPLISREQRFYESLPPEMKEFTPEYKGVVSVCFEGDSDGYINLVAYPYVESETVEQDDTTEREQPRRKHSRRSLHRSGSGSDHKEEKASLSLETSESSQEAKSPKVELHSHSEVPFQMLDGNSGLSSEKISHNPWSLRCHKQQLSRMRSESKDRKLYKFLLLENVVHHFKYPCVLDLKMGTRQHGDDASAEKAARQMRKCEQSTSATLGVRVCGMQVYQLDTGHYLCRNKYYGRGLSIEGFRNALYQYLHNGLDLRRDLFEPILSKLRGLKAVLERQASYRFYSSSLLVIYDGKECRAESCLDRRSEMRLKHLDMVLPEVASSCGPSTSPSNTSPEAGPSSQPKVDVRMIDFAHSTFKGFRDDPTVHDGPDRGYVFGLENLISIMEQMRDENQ
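ADP-Glo luminescence measures ADP made by human IP6K1 during a 2 h RT reaction with ATP/IP6 (mix at 1.3 mM/130 uM); top library doses 57.5 and 19.1 uM final.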
FLuc inh – Photinus pyralis luciferase inhibition; P08659; purified P. pyralis luciferase, luminescence, biochemical; Potency, µM (titrated, usually from 115 µM), for inactives: at the highest dose activity change, negative = inhibition, usual class: inhibitors; 2.5% of 76,000 active; AID 1347043; note: potency is the fitted concentration of half-maximal effect; nearly all actives have a fitted effect of over 65% in size
Target sequence (P08659 whole entry, looked up): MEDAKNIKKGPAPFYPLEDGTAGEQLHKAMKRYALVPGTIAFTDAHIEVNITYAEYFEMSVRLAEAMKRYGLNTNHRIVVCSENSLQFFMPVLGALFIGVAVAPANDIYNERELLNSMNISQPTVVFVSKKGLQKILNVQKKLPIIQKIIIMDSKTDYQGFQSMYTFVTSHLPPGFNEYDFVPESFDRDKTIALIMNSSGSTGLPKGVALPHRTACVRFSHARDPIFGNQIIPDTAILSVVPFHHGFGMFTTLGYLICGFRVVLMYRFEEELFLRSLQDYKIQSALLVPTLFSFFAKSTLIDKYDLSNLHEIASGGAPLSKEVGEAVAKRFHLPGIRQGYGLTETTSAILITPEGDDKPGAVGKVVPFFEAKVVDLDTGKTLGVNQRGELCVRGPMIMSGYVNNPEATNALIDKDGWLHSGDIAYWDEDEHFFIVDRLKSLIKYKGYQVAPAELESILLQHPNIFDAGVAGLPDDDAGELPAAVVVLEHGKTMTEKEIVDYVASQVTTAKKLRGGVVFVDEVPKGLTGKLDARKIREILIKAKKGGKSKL
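FLuc 10nM, D-luciferin 10uM, ATP 10uM, Mg acetate 10mM, Tris acetate pH 7.5, Tween/BSA; cpd qHTS; enzyme added last; CCD luminescence.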
SNCA expr inhib – reduces expression of the alpha-synuclein gene; 0.17% of 140,000 active; HEK-293 SNCA-luciferase knock-in, luminescence, 24 h; Potency, µM (titrated, usually from 57.2 µM), for the others: at the top dose activity change, negative = inhibition, actives largely listed as inhibitors;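 note: potency is the fitted concentration of half-maximal effect; plate controls were DMSO cells for no effect and cell-free wells for full effect; nearly all actives have a fitted effect of over 45% in size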
The depositor's hits bear a star; i = inactive; ? = inconclusive; . = not tested or not shown; [ ] = dose if it differs, or a comment. Unless noted, calls come from the whole dose curve; as a rule, active = well fitted curve in the direction sought with a large enough effect; inconclusive = small, poorly fitted or top-dose-only effect, or another doubt; inactive = no such curve, though single readings can be large; an effect the other way counts as inactive or inconclusive. Unless noted, % is set by controls: 0 for no effect and ±100 for the full control effect. Some of the compounds tested; the hit share may differ from the screen's.

SMILES	NIH3T3 tox	HEK293 viab	HEK293 tox	GPT2 inh	IP6K1 inhibitor	FLuc inh	SNCA expr inhib
Fc1ccc(-c2nc3c4c(-c5ccccc5)c(-c5ccccc5)oc4ncn3n2)cc1	.	11%	.	.	-7	.	7%
CCOC(=O)C1=C(C)N=C2SC=C(CC(=O)NCC3CCCO3)N2C1c1ccc(C)cc1C (centres undefined)	-8%	-8%	?	-12%	1	-7%	-4%
CCCC[C@H](N)C(=O)N1CCC2(CC1)CC(=O)N(Cc1cc(F)cc(F)c1)C2	-5%	-17%	-25%	?	15	2%	?
CC(C)c1cccc(NC(=O)Cn2cccc2-c2nc(-c3ccc4c(c3)OCO4)no2)c1	28µM*	-5%	?	3%	13	-4%	-13%
O=C(Cn1c(=O)oc2ccccc21)N1CCCC(Cc2noc(-c3ccncc3)n2)C1 (centres undefined)	?	-19%	-18%	i	0	0%	-7%
Cc1ccc(-c2c(C(=O)NCCc3ccccc3)oc(=O)c3ccccc23)cc1	.	4%	.	.	15	.	?
COc1ccc(NC(=O)O[C@@H]2C=C[C@H](c3c(C)nn(-c4ccc(F)cc4)c3C)C2)cc1	?	-11%[87.6 µM]	?	-3%[88.5 µM]	0	?	-2%[87.6 µM]
CC(=O)Nc1ccc(NC(=O)Cn2cccc2-c2nc(-c3ccc(F)cc3)no2)cc1	i	-14%	?	i	16	-7%	?
Cc1ccc(S(=O)(=O)Nc2ccc(C)n(CC(=O)NCc3ccccc3)c2=O)cc1	-5%	6%	-7%	1%	-2	3%	9%
Cc1ccc(-n2ncc(C(=O)N3CCN(c4ccccc4F)CC3)c2C2CCN(C(=O)OC(C)(C)C)CC2)cc1C	.	-8%	.	.	-11	.	-19%
COc1ccc(N2C(=O)CSC23CCN(C(=O)c2cccc(OC)c2)CC3)cc1	-8%	5%	-8%	1%	-8	-9%	35%[activator]
O=C(c1ccccc1F)N1CCC2(CC1)CC(N(Cc1ccccc1)C1CC1)CCO2 (centres undefined)	?	-29%	?	i	1	-22%	-32%
O=S(=O)(NCCc1noc(-c2ccccc2)n1)c1ccc(Cl)cc1	28µM*	-12%	40µM*	-14%	47	0%	?
Cc1ncncc1C(=O)N1CCCC(c2nnc(Cn3cccn3)n2C)C1 (centres undefined)	i	5%	i	4%	8	10%	36%[activator]
c1ccc(-c2ccnc(NCC3OCCc4ccccc43)n2)nc1 (centres undefined)	?	-1%	40µM*	-3%	-5	45µM*	29%
COc1ccc(Cn2c(=O)[nH]c3cc(C(=O)N4CCN(c5ccccc5)CC4)ccc3c2=O)cc1	.	5%	.	.	-6	.	-17%
Oc1ccc(CC2NCCc3cc(O)c(O)cc32)cc1 (centres undefined)	.	-12%	.	1%	-10	.	.
COc1ccccc1CC(=O)N1CCN(C(=O)c2nnn3c2COC(c2ccc(C)cc2)C3)CC1 (centres undefined)	-33%	-15%	?	-3%	0	1%	-21%
O=C(NC1CCN(c2cc(-c3ccc(Cl)cc3)[nH]n2)C1)c1cccnc1 (centres undefined)	?	-1%	?	?	29	-11%	1%
N#Cc1ccc(C(=O)Nc2ccc([C@@H](O)[C@H]3COCC(=O)N3)cc2)cc1	-13%[174 µM]	1%[87.6 µM]	3%[172 µM]	-1%[88.5 µM]	15	-4%[172 µM]	-13%[87.6 µM]
FC(F)(F)c1cccc(C2=NOC3(CCCN(Cc4ccccn4)C3)C2)c1 (centres undefined)	?	-9%	?	?	6	.	-9%
O=C(c1ccc(F)cc1)N1CCC(Oc2ccccc2)C1 (centres undefined)	i	8%	4%	i	20	-5%	12%
COc1ccc(C(=O)N2CCCCCCN(C)C(=O)[C@@H]3CCC[C@@H]32)cc1F	?	-1%	-9%	i	9	7%	28%
CCOC(=O)c1ccc(NC(=O)Cn2cccc2-c2nc(-c3ccc(OC)c(F)c3)no2)cc1	2%	3%	-2%	i	3	8%	-9%
Cc1ccc(C)c(CSc2nc3ncccc3[nH]2)c1	.	-6%	.	.	-11	.	-4%

Overlap with the part before: two entries; new compounds follow.
SMILES	NIH3T3 tox	HEK293 viab	HEK293 tox	GPT2 inh	IP6K1 inhibitor	FLuc inh	SNCA expr inhib
CCOC(=O)c1ccc(NC(=O)Cn2cccc2-c2nc(-c3ccc(OC)c(F)c3)no2)cc1	2%	3%	-2%	i	3	8%	-9%
Cc1ccc(C)c(CSc2nc3ncccc3[nH]2)c1	.	-6%	.	.	-11	.	-4%
O=C(Cc1ccccc1)N1CCC(c2n[nH]c(=O)n2-c2ccccc2)CC1	-10%	-7%	2%	-6%	-1	7%	17%
Cc1cccc(N2CCN(C(=O)Cn3c(C)c4cnn(-c5ccccc5)c(=O)c4c3C)CC2)c1C	.	-28%	.	.	1	.	-24%
Cc1ccc(NC(=O)N2CCCCCCNC(=O)CC2c2ccccc2)cc1C (centres undefined)	?	-1%	-29%	-4%	18	-18%	9%
Cc1ccc(NC(=O)CC(C)S(=O)(=O)c2ccc3c(c2)NC(=O)CO3)cc1C (centres undefined)	.	3%	.	.	52	.	30%
Cc1ccccc1C(=O)N1CCCC(C(=O)N2CCC(c3ccccc3)CC2)C1 (centres undefined)	?	-18%	?	1%	-2	.	1%
NC(=O)[C@H](Cc1ccc(O)cc1)NC(=O)C1=C[C@@H](NC(=O)c2cccnc2)[C@@H](O)[C@H](O)C1	-19%	-6%	-29%	-26%	-4	-25%	?
N#Cc1ccc(CN2CCn3c(nn(-c4ccc(C(F)(F)F)cc4)c3=O)C2)cc1	?	-2%	?	1%	7	.	14%
CN1c2cc(C(=O)Nc3cccc(OC(F)(F)F)c3)ccc2C(=O)N2CCCC21 (centres undefined)	35µM*	-3%[12.5 µM]	?	i	13	-18%	10%
CC(C)c1ccc(CC(=O)N2CCCc3ncc(C(=O)N4CCCC[C@@H]4c4ccccc4)cc32)cc1	?	-19%	?	-4%	4	6%	-6%
Cc1ccccc1NC(=O)c1c(NC(=O)c2ccncc2)sc2c1CCC(C(C)(C)C)C2 (centres undefined)	.	2%	.	.	20	.	-11%
CNCc1ccccc1	.	-14%[23.9 µM]	.	i	-9	.	-21%[25.6 µM]
Cc1ccc(S(=O)(=O)c2cn(C)c3cc(N4CCN(c5ccccc5)CC4)c(F)cc3c2=O)cc1	.	0%	.	.	4	.	-1%
CNC(=O)C1CCC(Cn2c(=O)c3sccc3n(CC(=O)Nc3ccc(C)cc3C)c2=O)CC1 (centres undefined)	.	3%	.	.	-11	.	1%
Cn1c(CO[C@H]2CN(S(=O)(=O)Cc3ccccc3)C[C@H]2F)nc2ccccc21	-25%[138 µM]	-6%[87.6 µM]	?	3%[88.5 µM]	9	-4%[172 µM]	-5%[87.6 µM]
O=C(NCc1ccco1)C1CC(c2ccccc2)CN(C(=O)c2ccc(F)cc2)C1 (centres undefined)	-18%	7%	?	i	5	4%	-10%
Cc1ccccc1CNC(=O)CCC[C@H]1NC[C@@H]2C[C@H]1CN(Cc1ccccc1)C2	?	-12%	?	i	5	-3%	4%
CCN(CC)S(=O)(=O)c1ccc2c(c1)N(CC(=O)NCc1ccccc1)C(=O)C1CCCCN21 (centres undefined)	.	-11%	.	.	-9	.	1%
Cc1nonc1CC(=O)N1C[C@@H](NS(=O)(=O)N(C)C)[C@H](C(C)C)C1	-9%	6%	-20%	-7%	8	3%	0%
O=C1NCCOCCN(C(=O)c2nccc3ccccc23)[C@H]2CCC[C@@H]12	-6%	3%	-1%	i	0	-1%	10%
O=C(CC1C=CS(=O)(=O)C1)N1CCn2nc(Cc3ccccc3)cc2C1 (centres undefined)	-20%	14%	-5%	-26%	14	-2%	-4%
Cc1cn2nc(-c3nc(C4CCCN(C(=O)Cc5ccc(F)cc5)C4)no3)cc2c(=O)[nH]1 (centres undefined)	-12%	-30%	-13%	i	-10	?	77%[activator]
Cc1ccc(C(c2sc3nc(-c4ccco4)nn3c2O)N2CCCC2)cc1 (centres undefined)	.	0%	.	.	-11	.	-13%
CC(C)CN[C@H]1[C@H](O)[C@@H](N2CCC(Cc3ccccc3)CC2)[C@@H]2OC[C@H]1O2	?	1%[87.6 µM]	?	i	9	-4%[172 µM]	0%[87.6 µM]
O=C(CCC1CCN(C(=O)c2ccccc2)CC1)N1CCOCC1	4%	3%	7%	i	43	?	76%[activator]
COCc1ccc2c(c1)c(OC(C)(C)C(=O)NCC(C)C)nn2Cc1cccnc1	?	-2%[87.6 µM]	-10%[172 µM]	-3%[88.5 µM]	1	-2%[172 µM]	26%[87.6 µM]

A draw from above in order of count of non-hydrogen atoms, falling:
SMILES	NIH3T3 tox	HEK293 viab	HEK293 tox	GPT2 inh	IP6K1 inhibitor	FLuc inh	SNCA expr inhib
CNC(=O)C1CCC(Cn2c(=O)c3sccc3n(CC(=O)Nc3ccc(C)cc3C)c2=O)CC1 (centres undefined)	.	3%	.	.	-11	.	1%
Cc1ccccc1CNC(=O)CCC[C@H]1NC[C@@H]2C[C@H]1CN(Cc1ccccc1)C2	?	-12%	?	i	5	-3%	4%
CN1c2cc(C(=O)Nc3cccc(OC(F)(F)F)c3)ccc2C(=O)N2CCCC21 (centres undefined)	35µM*	-3%[12.5 µM]	?	i	13	-18%	10%
Cc1ccc(NC(=O)CC(C)S(=O)(=O)c2ccc3c(c2)NC(=O)CO3)cc1C (centres undefined)	.	3%	.	.	52	.	30%

(further entries)
SMILES	NIH3T3 tox	HEK293 viab	HEK293 tox	GPT2 inh	IP6K1 inhibitor	FLuc inh	SNCA expr inhib
C/C=C(/C)C(=O)OC1C(OC(C)=O)C23C(O)OC4(CCC5C6(C)CCC(OC7OC(C(=O)O)C(O)C(OC8OC(CO)C(O)C(O)C8OC8OC(C)C(O)C(O)C8OC8OCC(O)C(O)C8O)C7OC7OC(CO)C(O)C(O)C7O)C(C)(C)C6CCC5(C)C4(C)CC2OC(C)=O)C3CC1(C)C (centres undefined)	.	27%[12.5 µM]	.	i[11.5 µM]	-11	.	.
NCc1ccc(-c2cccnc2)cc1	-4%[138 µM]	-8%[87.6 µM]	-3%[172 µM]	-3%[88.5 µM]	-14	.	3%[87.6 µM]
CCOC(=O)C1=C(C)N=C2SC=C(CC(=O)N3CCCC3)N2C1c1cc(OC)cc(OC)c1 (centres undefined)	-12%	9%	-11%	1%	5	-3%	8%
Cc1nnc2ccc(N3CCN(C(=O)C4CCCC4)CC3)nn12	?	.	-10%[172 µM]	.	14	.	.
CC(=O)N1CCc2c(sc3c2c(=O)n(-c2ccccc2C)c(=O)n3CC(=O)Nc2ccccc2)C1	.	-10%	.	.	40	.	89%[activator]
CO[C@H]1C(=O)N(C(C)C)[C@H]1C1CCN(Cc2ccc(C)s2)CC1	i	4%	i	i	15	-4%	-6%
CCOCc1nc(C2CCCN(C(=O)c3ccncc3)C2)no1 (centres undefined)	i	-1%[12.5 µM]	2%	i	19	0%	-19%
CCCC(=O)O[C@]1(C(=O)CO)CC[C@H]2[C@@H]3CCC4=CC(=O)CC[C@]4(C)[C@H]3[C@@H](O)C[C@@]21C	.	2%[23.9 µM]	.	-8%	-6	.	76%[25.6 µM]

Assay outcomes as filed in PubChem BioAssay.
